Bioassay records: PubChem BioAssay, Southern Research Specialized Biocontainment Screening Center
Dengue virus CPE = Dengue virus cytopathic effect inhibitors, cell-based, CPE readout, HTS (AID 540333) | Dengue virus CPE inhibition in host cells; active compounds read high | CPE inhibition, % at 20 µM | hit rate 3.1% among 10,000; in the data active means CPE inhibition mostly above about 9.1%, no sharp cut-off; inactive means mostly below about 7.2%
Active calls of the source: *; i = inactive.

SMILES	Dengue virus CPE
CCN(CC)C(=O)/C(=C/c1ccc(F)cc1)NC(C)=O	0.2
O=C(Cc1ccc([N+](=O)[O-])cc1)Nc1ccc(O)cc1C(=O)O	0.6
COc1cc(/C=N/NC(=O)C[n+]2ccccc2)cc(OC)c1OC	i
O=Cc1cn(CC(=O)N2CCCCC2)c2ccccc12	0.3
CCC(NC(=O)CCCc1ccccc1)c1ccccc1 (stereo not drawn)	i
O=C(CN1CCCc2ccccc21)NCc1ccccc1Cl	0.6
CCOc1ccc(Br)cc1CNCCN1CCOCC1	i
Cc1ccc(NC(=O)Cn2c(=O)cnc3ccccc32)cc1S(=O)(=O)N(C)C	i
O=[N+]([O-])c1ccc(CSc2nnc(Cc3ccccc3)n2-c2ccc(F)cc2)cc1	3.3
O=C(Nc1cc(Cl)ccc1Cl)c1ccc(-c2ccccc2)cc1	i
CC(=O)Oc1ccc2c(=O)c(Oc3ccccc3)c(C)oc2c1OC(C)=O	0.6
O=C(NCCc1nc(-c2ccccc2)no1)c1ccccc1	i
Cn1c(SCC(=O)Nc2ccc3nc(SCC(=O)NC4CC4)sc3c2)nnc1-c1ccccc1	0.5
CC(C)(C)NC(=O)/C=N/O	0.3
COc1ccc(S(=O)(=O)N2CCCCC2)cc1NS(=O)(=O)c1cc(Cl)ccc1Cl	1.1
Cc1ccc(-n2c(SCC(=O)Nc3cccc(S(N)(=O)=O)c3)nc3ccccc32)cc1	10
C/C(=N\Nc1ccc(Cl)c(Cl)c1)c1ccc(-n2ccnc2)cc1	i
COc1ccc(COc2cc(-c3cccc(OC)c3)nc3ccc(NC(=O)c4ccc(Cl)cc4)cc23)cc1	4.8
COc1ccc(CCN=C(N)NS(=O)(=O)c2ccc(OC)cc2)cc1	i
COc1ccc(NC(=S)Nc2ccccc2)cn1	0.2

Exported in CSV form: 4 of the compounds above.
SMILES,Dengue virus CPE
Cc1ccc(-n2c(SCC(=O)Nc3cccc(S(N)(=O)=O)c3)nc3ccccc32)cc1,10
C/C(=N\Nc1ccc(Cl)c(Cl)c1)c1ccc(-n2ccnc2)cc1,i
COc1ccc(COc2cc(-c3cccc(OC)c3)nc3ccc(NC(=O)c4ccc(Cl)cc4)cc23)cc1,4.8
COc1ccc(CCN=C(N)NS(=O)(=O)c2ccc(OC)cc2)cc1,i

A different layout for some results above:
canonical_smiles | Dengue virus CPE
CC(C)(C)NC(=O)/C=N/O | 0.3
COc1ccc(S(=O)(=O)N2CCCCC2)cc1NS(=O)(=O)c1cc(Cl)ccc1Cl | 1.1

(more compounds)
SMILES	Dengue virus CPE
COC(=O)NNC(=O)/C=C/c1ccccc1	i
Cc1cc(C)n(CC2CC(=O)N(c3cc(Cl)cc(Cl)c3)C2=O)n1 (stereo not drawn)	0.5
COc1ccc(-c2nnc3ccc(SCC(=O)Nc4nc5ccccc5s4)nn23)cc1OC	i
CC(C)c1cccc(C2=CC(=O)C[C@H](c3ccc4c(c3)OCO4)C2)c1	0.1
COc1ccccc1C(=O)NC(=S)Nc1ccc(NC(=O)c2cccs2)cc1	3.6
O=C(COC(=O)[C@H](Cc1ccccc1)NC(=O)c1cccs1)NC1CC1	0.2
O=C(CSc1ccc2nnc(-c3ccc(Cl)cc3)n2n1)N1CCCc2ccccc21	1.5
COC(=O)[C@@]12CCCCN1[C@H](c1ccc(-c3ccc(C(C)=O)cc3)c(OC)c1)[C@@H]1C(=O)N(C)C(=O)[C@@H]12	3.1
Cc1ccc(NCc2nnc(SCC(=O)N3c4ccccc4Sc4ccccc43)o2)c(C)c1	4.9
COc1ccc(Br)cc1CN(C)CC(=O)Nc1cc(Cl)ccc1Cl	2.1
O=C(c1cnccn1)N1CCN(c2ccccc2F)CC1	i
COc1ccc(NC(=O)c2ccc(COCC(F)(F)C(F)F)cc2)cc1OC	i
CN(CC(=O)Nc1ccccc1Oc1ccccc1)Cc1ccccc1F	2.6
CC12CCC(C(=O)N3CCCc4ccccc43)(OC1=O)C2(C)C (stereo not drawn)	0.1
CN1CCN(C(=O)/C(=C\c2cccs2)NC(=O)c2ccco2)CC1	i
CC(=O)c1cc(-c2ccccc2)n(CC(=O)Nc2cc(C)cc(C)c2)c1C	3.5
O=C(NNC(=O)c1ccc2c(c1)OCO2)NC12CC3CC(CC(C3)C1)C2	1.6
COC(=O)c1ccc(N2Cc3ccccc3/C2=N\C(=O)Nc2ccccc2)cc1	1.4
Cn1c(SCC(=O)N2c3ccccc3CCc3ccccc32)nnc1-c1ccc(O)cc1	i
COc1ccc([C@H]2CC(=O)C=C(c3ccc(-c4ccccc4)c(F)c3)C2)cc1	i
CCOC(=O)CC(NC(C)=O)c1ccc([N+](=O)[O-])cc1 (stereo not drawn)	0.0
CC(OC(=O)c1ccc(Cl)c(S(=O)(=O)N2CCc3ccccc32)c1)C(=O)Nc1ncc(Cl)cc1Cl (stereo not drawn)	0.4
CCOC(=O)C[C@H]1c2ccc(C(F)(F)F)cc2S(=O)(=O)N1C1CCCC1	0.2
COc1ccccc1C(NC(=O)C1CCCCC1)c1c(O)ccc2ccccc12 (stereo not drawn)	0.8
Cc1ccc(-c2nc(CSc3nc4ccccc4c(=O)n3C)cs2)cc1	1.0
Cc1cc(C)c(S(=O)(=O)NCCCn2ccnc2)c(C)c1	i
COc1ccc(/C=C/C(=O)Nc2nc(N)n(-c3ccccc3)n2)cc1	0.8
CCCOC(=O)c1cc(-c2ccc(C=O)o2)ccc1Cl	1.2
C#Cc1ccc([C@H]2C=C(C(=O)NCc3nc4ccccc4[nH]3)O[C@@H](OCC)[C@@H]2CCCO)cc1	0.0
O=[N+]([O-])c1ccc(Oc2ccc(-c3cnc4ccccc4n3)cc2[N+](=O)[O-])cc1	4.2

A second format for part of the listing above:
Structure | Dengue virus CPE
CCCOC(=O)c1cc(-c2ccc(C=O)o2)ccc1Cl | 1.2
C#Cc1ccc([C@H]2C=C(C(=O)NCc3nc4ccccc4[nH]3)O[C@@H](OCC)[C@@H]2CCCO)cc1 | 0.0
O=[N+]([O-])c1ccc(Oc2ccc(-c3cnc4ccccc4n3)cc2[N+](=O)[O-])cc1 | 4.2

Additional records:
SMILES	Dengue virus CPE
COc1ccc(CN2C[C@H](Cc3ccccc3)[C@@H](CC(=O)Nc3ccccc3)C2=O)cc1	14*
O=S(=O)(c1ccc(NC(=S)Nc2ccc3c(c2)OCO3)cc1)N1CCOCC1	0.6
N#Cc1ccc(OCC(=O)N/N=C2/CC(c3ccccc3)Oc3ccccc32)cc1 (stereo not drawn)	2.0
O=C(OCC(=O)c1ccccc1Cl)c1cnccn1	0.4
COc1ccc(C(=O)N[C@H](C(=O)Nc2nc3c(s2)CCCC3)C(C)C)cc1	19*
O=C(COC(=O)COc1ccccc1Cc1ccccc1)Nc1cccnc1Cl	i
Cc1cccc(NC(=S)Nc2c(C)n(C)n(-c3ccccc3)c2=O)c1C	1.5
O=C(CSc1n[nH]c(-c2ccccc2Br)n1)NCCN1C(=O)CSC1=O	i
CCc1ccc(OCC(=O)N/N=C\c2ccco2)c([N+](=O)[O-])c1	0.4
O=C(CN1CCN(Cc2ccccc2)CC1)Nc1ccc(S(=O)(=O)N2CCOCC2)cc1	i
CCOP(=O)(OCC)C(Nc1ccccn1)c1ccc(F)cc1 (stereo not drawn)	0.9
O=C(O)c1cccc(S(=O)(=O)Nc2ccc(O)cc2Sc2nc3ccccc3s2)c1	i
COc1ccc2cc(-c3cc(C(=O)OCC(=O)Nc4c(C)n(C)n(-c5ccccc5)c4=O)c4ccccc4n3)ccc2c1	i
Cc1c(C(=S)Nc2ccccc2)cnn1-c1ccc([N+](=O)[O-])cc1	0.2
COc1ccc(NC(=O)CCSc2ccc3ccccc3n2)cc1	i
COc1ccc(Cc2nnc(N/N=C/c3ccc(O)cc3O)[nH]c2=O)cc1OC	0.2
COc1cc(/C=C2\CC/C(=C\c3cc(OC)c(O)c(OC)c3)C2=O)cc(OC)c1O	0.8
Cc1ccccc1NCC(=O)N/N=C/c1c(C)c(C(=O)c2ccc(Cl)cc2)n2ccccc12	4.4
Cc1sc(NC(=S)NC(=O)CCc2ccccc2)c(C(N)=O)c1C	0.1
CCCN1CCC(=O)N([C@H](CO)c2ccccc2)CC1	0.8

Exported as a markdown table: part of the list above
| mol | Dengue virus CPE |
| --- | --- |
| CCOP(=O)(OCC)C(Nc1ccccn1)c1ccc(F)cc1 (stereo not drawn) | 0.9 |
| O=C(O)c1cccc(S(=O)(=O)Nc2ccc(O)cc2Sc2nc3ccccc3s2)c1 | i |
| COc1ccc2cc(-c3cc(C(=O)OCC(=O)Nc4c(C)n(C)n(-c5ccccc5)c4=O)c4ccccc4n3)ccc2c1 | i |

(further entries)
SMILES	Dengue virus CPE
Cc1nc(NC(=O)/C=C/c2ccccc2)sc1C(=O)N(C)C	0.6
C[C@]12C=CC(=O)C=C1CCC1C3CC[C@](O)(C(=O)CO)[C@@]3(C)CC3OC312 (stereo partly drawn)	0.6
Cc1ccccc1NC(=O)c1cc(C(=O)c2cc(Cl)ccc2O)cn(-c2ccccc2C)c1=O	1.6
O=C(CN1N=C(c2ccc(Cl)cc2)CCC1=O)NCCN1CCc2ccccc2C1	0.5
Cc1ccc(NP(=O)(c2ccc(N(C)C)cc2NC(=O)c2cccs2)N2CCOCC2)cc1 (stereo not drawn)	2.2
Cc1ccc(NC(=O)c2cc(-n3cnnc3)ccc2Cl)c(C)c1	i
Cc1ccc(S(=O)(=O)N(C)C)cc1NC(=O)COC(=O)c1ccc2c(c1)OCO2	i
O=C(C1CCCO1)N1CCN(C(=S)Nc2ccc(Cl)cc2)CC1 (stereo not drawn)	0.7
COc1cc(C(=O)NCc2ccccc2)ccc1OC(F)F	0.7
CC(CNC(=O)c1ccc(C(C)(C)C)cc1)CN(C)C (stereo not drawn)	0.1
Fc1cccc(NC(=S)NCC(c2cccnc2)N2CCOCC2)c1 (stereo not drawn)	0.4
CSc1nc(C)cc(OCC(=O)N/N=C/c2ccccc2O)n1	i
O=C1CC(CC(=O)N/N=C/c2ccccc2[N+](=O)[O-])=NN1	0.6
COc1ccc(C(C)=O)cc1CSc1nc2ccccc2c(=O)n1-c1ccccc1	1.7
C=CCNCCCCOc1ccccc1	0.4
Cc1ccc(C)c(NC(=S)NCc2cccs2)c1	i
CCc1cccc(CC)c1NC(=O)C1CN(S(=O)(=O)c2ccccc2)CCN1S(=O)(=O)c1ccccc1 (stereo not drawn)	1.2
Cc1ccccc1NC(=O)c1ccccc1NC(=O)CCC(=O)O	0.6
Cc1cc(C(=O)NNC(=S)NCc2ccccc2)cs1	1.4
COc1cc(C(=O)Oc2ccccc2/C=N/NC(=O)c2ccc(Cl)cc2)cc(OC)c1OC	i
O=C(Cn1ccc(C(F)(F)F)n1)N/N=C/c1ccc2c(c1)OCO2	0.5
COC(=O)c1ccc(Cl)c(NC(=O)CN(c2ccc(OC)c(OC)c2)S(C)(=O)=O)c1	0.3
N#Cc1cccc(NC(=S)Nc2ccccc2)c1	i
CN(C)[C@@H]1CCC[C@H]1OC(=O)C(c1ccccc1)c1ccccc1	0.4
O=C1CC(N(Cc2cccs2)C(=O)Nc2ccccc2)C(=O)N1c1ccc(Cl)cc1 (stereo not drawn)	0.2
CCC(CC)C(=O)Nc1cc(C(=O)OC)ccc1C(=O)OC	0.1
CCn1c(SCC(=O)Nc2nc(-c3ccccc3)cs2)nc2c1c(=O)n(C)c(=O)n2C	i
CC(C)CN1C(=O)NC(NS(=O)(=O)c2ccc(N)cc2)(C(F)(F)F)C1=O (stereo not drawn)	0.3
CC1CN(CCCOc2ccc([N+](=O)[O-])cc2)CC(C)O1 (stereo not drawn)	0.2
O=C(NC1CCCc2ccccc21)c1ccccc1 (stereo not drawn)	0.1
CS(=O)(=O)N(CC(=O)NCc1ccccc1Cl)C1CCCCC1	0.3
CCN(CC)C(=O)c1nc[nH]c1C(=O)O[C@@H](C)c1ccccc1	i
CCCCCC(=O)N=Nc1c(O)[nH]c2ccc([N+](=O)[O-])cc12	0.4
O=C(NC(=S)Nc1ccccc1N1CCCCC1)c1ccco1	5.9
CCCCOC(=O)CSC(=S)N(C)Cc1cccs1	i
CC1CC(=O)N(c2ccc(NCc3ccccc3Cl)c([N+](=O)[O-])c2)C1=O (stereo not drawn)	0.7
Cc1cccc(C)c1NC1=C(Cl)C(=O)OC1OC(C)C (stereo not drawn)	i
COc1ccc(NC(=O)Nc2cccc3c2O[C@H](CN(C)S(=O)(=O)c2cn(C)cn2)[C@@H](C)CN([C@H](C)CO)C3=O)cc1	0.1
CC(=O)Nc1ccccc1OCC(=O)N(Cc1ccccc1)C(C)C	i
Cc1cccc(C)c1N=Cc1c(O)n(-c2nccs2)c(=O)c2ccccc12	3.7
CC(C)(C)c1cc(NC(=O)c2cccc(S(=O)(=O)N3CCOCC3)c2)no1	0.6
Cc1ccc(-c2nc(C)sc2CC(=O)OCC(=O)Nc2c(F)cccc2F)cc1	i
CCCNC(=O)c1ccc(N2CCC3(CC2)CC(c2ccccc2)=NO3)c(NC(=O)c2ccc(Br)cc2)c1	0.2
COc1ccc(/C(O)=C/c2nc3ccc(C(=O)NCCc4cccc(C)c4)cc3[nH]c2=O)cc1OC	0.6
N#Cc1cccc(CN2CCC(=O)N([C@H](CO)c3ccccc3)CC2)c1	0.8
Cc1onc(C(=O)N2CCN(c3ccccc3F)CC2)c1-c1ccccc1Cl	i
CCOC(=O)c1c(C2CC2)csc1NC(=O)COC(=O)c1cnc(Cl)c(Cl)c1	0.1
O=C(NCc1ccccc1)C1=C[C@@H](c2ccc3c(c2)OCO3)C[C@@H](OCCCCO)O1	0.8
CCCCn1c(O)c(N=NC(=O)c2ccco2)c2ccccc21	i
CCc1nnc(N/N=C/c2cccs2)n1N	2.2
(continued)
SMILES	Dengue virus CPE
O=S(=O)(NCC(Nc1ccc(Cl)cc1)c1ccccc1)c1ccc(Cl)cc1 (stereo not drawn)	6.1
Cc1cc(Cl)c(OCCCN(C)C)c(Br)c1	0.3
CCOc1ccc(CCNC(=O)CSCc2ccc(C)cc2)cc1OCC	1.3
CCOC(=O)c1c(C)nc2ccc(Cl)cc2c1-c1ccccc1	0.8
COc1ccccc1Cn1c(=O)c2ccccc2n2c(SCC(=O)N3CCCCC3)nnc12	2.3
Cc1ccc(OCC(=O)Nc2cccc(S(=O)(=O)N3CCCCC3)c2)c([N+](=O)[O-])n1	0.7

This is a subset, so the mix of outcomes need not match the whole.
